Screening results: PubChem BioAssay, Broad Institute
S100A4 MyoIIA = S100A4-myosin IIA interaction inhibition | inhibition, % at 10.7 µM | P26447 | AID 652163 | 360,000 compounds, 0.14% hits | S100A4/TAMRA-MyoIIA peptide fluorescence polarization;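 active = mean inhibition of at least 70% across replicates, with every replicate also reaching that level; inconclusive = mean inhibition reaches 70% but some replicates fall short; inactive = mean inhibition below 70%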
Target sequence (P26447 whole entry, looked up): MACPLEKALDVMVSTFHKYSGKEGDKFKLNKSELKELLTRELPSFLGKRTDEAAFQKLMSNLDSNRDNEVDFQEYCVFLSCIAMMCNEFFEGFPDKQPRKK
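assay system = human S100A4 monomer with TAMRA-labelled myosin IIA peptide | also added = labelled myosin peptide probe, 5 nM | incubation = 5 min between mix addition and reading | control set = DMSO and TFP controls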
ERAP1 inh = inhibitors of human ERAP1 aminopeptidase; Q9NZ08; recombinant ERAP1, Leu-AMC fluorescence, 60 min; inhibition, % at 10.7 µM; 340,000 compounds, 0.15% hits;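 active = mean replicate inhibition of at least 30%, or all replicates individually reaching that 30% level; inactive = mean below 30% and not every replicate reaching it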;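 also: 0% = neutral control wells and 100% = L-leucinethiol positive control wells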
Target sequence (Q9NZ08 whole entry, looked up): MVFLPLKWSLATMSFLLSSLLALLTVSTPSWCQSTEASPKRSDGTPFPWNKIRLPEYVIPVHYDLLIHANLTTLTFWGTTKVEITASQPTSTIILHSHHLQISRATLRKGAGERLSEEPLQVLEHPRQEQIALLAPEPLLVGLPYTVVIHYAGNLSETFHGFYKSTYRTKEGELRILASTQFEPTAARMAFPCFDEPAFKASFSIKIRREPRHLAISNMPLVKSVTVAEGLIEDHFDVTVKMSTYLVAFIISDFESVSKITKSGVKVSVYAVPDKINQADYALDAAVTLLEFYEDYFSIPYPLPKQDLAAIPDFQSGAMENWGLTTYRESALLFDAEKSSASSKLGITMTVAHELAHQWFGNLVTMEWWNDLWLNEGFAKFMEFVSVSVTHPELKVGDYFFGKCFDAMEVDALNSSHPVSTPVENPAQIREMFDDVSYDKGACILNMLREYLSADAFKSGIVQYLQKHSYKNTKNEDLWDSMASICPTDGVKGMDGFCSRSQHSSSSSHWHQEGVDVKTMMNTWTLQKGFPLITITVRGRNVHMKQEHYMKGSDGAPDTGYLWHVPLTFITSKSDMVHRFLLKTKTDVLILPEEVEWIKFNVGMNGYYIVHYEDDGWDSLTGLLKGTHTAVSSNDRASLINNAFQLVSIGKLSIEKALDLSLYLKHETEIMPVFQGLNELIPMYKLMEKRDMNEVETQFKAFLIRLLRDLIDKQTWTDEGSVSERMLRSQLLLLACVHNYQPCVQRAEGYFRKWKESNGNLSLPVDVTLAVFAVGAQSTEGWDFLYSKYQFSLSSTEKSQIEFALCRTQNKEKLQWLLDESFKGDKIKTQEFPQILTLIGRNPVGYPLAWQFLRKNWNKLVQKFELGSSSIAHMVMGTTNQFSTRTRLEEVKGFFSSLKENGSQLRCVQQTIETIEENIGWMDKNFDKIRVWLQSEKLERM
SIRT5 inh = blocks human SIRT5 desuccinylation of peptide | Q9NXA8 | Purified SirT5, succinyl-peptide AMC, trypsin-coupled fluorescence | inhibition, % at 15 µM | 330,000 compounds, 1.1% hits; in the data active = inhibition above about 15%; inconclusive = no clear call, values can overlap the other calls
Cneo AK release = causes C. neoformans cell lysis; AID 651654; 360,000 compounds, 0.2% hits; lysis activity, % at 15 µM; adenylate kinase release luminescence, 4 h; normalised: neutral wells 0, clomiphene wells 100;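 active = mean lysis activity across replicates of at least 80%, whatever share of replicates individually reach that level; inactive = mean lysis activity below 80%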
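Material – Cryptococcus neoformans yeast cells · Quantity – 5 × 10^6 yeast cells/mL · Buffer or medium – YPD medium · Compound – single dose · Timing – 4 h static compound exposure, 37 °C, read 1 h post-reagent · Signal – adenylate kinase release luminescence · Read-out basis – lysis from increased AK signal · Benchmarks – Clomiphene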
LGR2 antag = inhibitors of bursicon-induced Drosophila LGR2 receptor cAMP signaling; HEK293 LGR2, CRE-luciferase, bursicon-stimulated, 4 h; 380,000 compounds, 0.35% hits; AID 720647; inhibition, % at 9.99 µM;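 active = drop in luminescence signal, shown as inhibition above about 50% in the replicate tests, limit read from the data, passing the limit was not always enough; inconclusive = probably only some replicates passing the limit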;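 also: agonist challenge used bursicon conditioned medium at about half maximal strength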
Statin myotox sup = suppression of simvastatin myotoxicity | 330,000 compounds, 0.78% hits | rescue of ATP level, % at 7.49 µM | C2C12 myotubes + simvastatin, ATP luminescence, 48 h; scaled: DMSO 0, geranylgeraniol control 100;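 active = mean ATP rescue above about 67%, or every replicate alone reaching that limit, limit read from the data, passing the limit was not always enough; inconclusive = no clear call, values can overlap the other calls; inactive = mean under the limit and some replicate under it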;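 also: myotubes were challenged with 10 µM simvastatin during compound exposure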
PGC1a acetyl inh = modulators of PGC1a acetylation | U2OS PGC1a acetylation, AlphaScreen anti-acetyl-lysine; with virally co-expressed GCN5 acetyltransferase | inhibition, % at 15.6 µM | 350,000 compounds, 0.17% hits | AID 651687;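 active = every replicate shows inhibition of at least 40%; inconclusive = mean inhibition at least 40% but some replicate below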;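 also: 0% = neutral control wells and 100% = positive control wells; some results beyond the cut were filed as inactive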
XiGFP reactiv = reactivates the inactive X chromosome in mouse fibroblasts; XiGFP mouse fibroblasts, % GFP-positive cells imaging, 3 d; cells co-treated with 5-aza-dC sensitizer; scaled so ellipticine positive control = 100%; activation, % at 7.58 µM; 360,000 compounds, 0.055% hits;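 active = mean normalized replicate activation at least 10% and every replicate at or above 10%; inconclusive = only one of the two criteria met; inactive = mean below 10% and not all replicates reach 10%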;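 also: 0% = median of on-plate neutral control wells and 100% = ellipticine 6 µM median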
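assay system = SV40-immortalized XiGFP fibroblast cells, line 68-5-11 | buffer or medium = DMEM plus 5-aza-dC sensitizer | doses = single-point pinned compound dosing | times = 3-day compound exposure, then 15 min fixation at room temperature | benchmarks = positive control ellipticine, 6 µM final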
The depositor's hits bear a star. Some of the compounds tested; rates above refer to the full screens.

Results for CCOc1ccc(CNCCN2CCCC2)cc1 ?
S100A4 MyoIIA: -1; ERAP1 inh: 1; SIRT5 inh: -7; Cneo AK release: 1; LGR2 antag: 3; Statin myotox sup: -3; PGC1a acetyl inh: -14; XiGFP reactiv: 0.1

How did OC(Cc1ccnc2ccccc12)C(Cl)(Cl)Cl (configuration not stated) do in these assays?
S100A4 MyoIIA: -5; ERAP1 inh: 1; LGR2 antag: -12; Statin myotox sup: -2; PGC1a acetyl inh: 6; XiGFP reactiv: 0.2

What do the screens show for `Cc1cc(-c2ccccc2)nc2c(Br)c(=O)[nH]n12`?
S100A4 MyoIIA: 0; ERAP1 inh: -2; LGR2 antag: -2; Statin myotox sup: 1; XiGFP reactiv: 0.0

How did O=C(CSc1nnc(CNC(=O)c2cccs2)o1)Nc1ccccc1F do in these assays?
S100A4 MyoIIA: -1; ERAP1 inh: -3; SIRT5 inh: -2; Cneo AK release: 0; LGR2 antag: -3; Statin myotox sup: 5; PGC1a acetyl inh: 1; XiGFP reactiv: 0.1

Results for C[C@H](O)C#Cc1ccc2c(c1)O[C@@H](CN(C)Cc1ccccc1)[C@@H](C)CN([C@@H](C)CO)S2(=O)=O ?
S100A4 MyoIIA: -27; ERAP1 inh: 1; SIRT5 inh: -2; Cneo AK release: 1; LGR2 antag: -14; Statin myotox sup: 29; PGC1a acetyl inh: -1; XiGFP reactiv: -1.1

Results for OCCCNc1nc(-c2ccccc2)nc2c1oc1ccccc12 ?
S100A4 MyoIIA: -3; ERAP1 inh: 0; SIRT5 inh: -2; LGR2 antag: -2; XiGFP reactiv: 0.1

What do the screens show for `O=C(c1cccs1)C1CCCN(Cc2nc(Cc3ccccc3F)no2)C1` (configuration not stated)?
S100A4 MyoIIA: -4; ERAP1 inh: -4; SIRT5 inh: 0; LGR2 antag: -6; Statin myotox sup: 3; PGC1a acetyl inh: -2; XiGFP reactiv: 0.4

How did COc1cccc(C(=O)SC2=NCCS2)c1 do in these assays?
S100A4 MyoIIA: -1; ERAP1 inh: -5; SIRT5 inh: -2; LGR2 antag: 14; PGC1a acetyl inh: 0

Results for O=C(C(=O)N1CCCCC1)c1c(-c2ccccc2)[nH]c2ccccc12 ?
S100A4 MyoIIA: -2; ERAP1 inh: -7; SIRT5 inh: 2; Cneo AK release: 2; LGR2 antag: 0; Statin myotox sup: 12; PGC1a acetyl inh: -7; XiGFP reactiv: 0.1

Results for Cc1ccc(NC(=O)Cc2csc(-c3ccccc3)n2)cc1F ?
S100A4 MyoIIA: -2; ERAP1 inh: 4; SIRT5 inh: -3; LGR2 antag: -8; XiGFP reactiv: 0.2

Results for CCCn1c(SCC(=O)NCc2cccs2)nc2c1c(=O)n(C)c(=O)n2C ?
S100A4 MyoIIA: -2; ERAP1 inh: -1; SIRT5 inh: 11; Cneo AK release: -2; LGR2 antag: -14; Statin myotox sup: 0; PGC1a acetyl inh: 2

Results for COc1ccccc1OCC(=O)O/N=C(\N)c1ccccn1 ?
S100A4 MyoIIA: 1; ERAP1 inh: -3; SIRT5 inh: 1; XiGFP reactiv: 0.0

How did COc1ccccc1-c1oc2ccccc2c1-c1ccc2c(c1)OCO2 do in these assays?
S100A4 MyoIIA: 1; ERAP1 inh: 1; Cneo AK release: -1; LGR2 antag: -19; Statin myotox sup: 10; PGC1a acetyl inh: -1; XiGFP reactiv: -0.2

Results for Cc1ccc(OCCC(=O)OCC(=O)NC(=O)NC2CCCC2)cc1 ?
S100A4 MyoIIA: 24; ERAP1 inh: 0; SIRT5 inh: -1; LGR2 antag: 11; Statin myotox sup: -11; XiGFP reactiv: 0.0

Results for Cc1cc2c(Nc3ccc(C(=O)O)cc3)ncnc2s1 ?
S100A4 MyoIIA: -5; ERAP1 inh: 2; SIRT5 inh: 4; Cneo AK release: 1; LGR2 antag: -4; Statin myotox sup: 8; PGC1a acetyl inh: -8; XiGFP reactiv: 0.0

Results for CCCCNC(=O)c1nc(C2CCN(S(=O)(=O)c3ccc(OC(F)(F)F)cc3)CC2)oc1-c1ccccc1 ?
S100A4 MyoIIA: -1; ERAP1 inh: 2; SIRT5 inh: -1; LGR2 antag: -4; XiGFP reactiv: 0.1

Results for CCCCNC(=O)N(O)C1N(/N=C/c2ccccc2F)C(=S)SC1(C)C (configuration not stated) ?
S100A4 MyoIIA: 3; ERAP1 inh: -1; SIRT5 inh: 0; Cneo AK release: -1; LGR2 antag: 18; Statin myotox sup: 2; PGC1a acetyl inh: 3; XiGFP reactiv: -0.1

What do the screens show for `COc1cc(Cl)c(C)cc1NCC(=O)Nc1cccc(S(=O)(=O)N2CCCC2)c1`?
S100A4 MyoIIA: 2; ERAP1 inh: 1; SIRT5 inh: 0; Cneo AK release: -1; LGR2 antag: 4; Statin myotox sup: -10; PGC1a acetyl inh: 5; XiGFP reactiv: 0.1

What do the screens show for `NC(=O)c1ccsc1NC(=O)CSc1nnc(C2CC2)n1Cc1ccccc1`?
Cneo AK release: -1; LGR2 antag: 6; Statin myotox sup: 25; PGC1a acetyl inh: -18

Results for O=C(CNS(=O)(=O)c1ccc(Br)s1)NCCc1ccc(Cl)cc1 ?
S100A4 MyoIIA: 0; ERAP1 inh: 2; SIRT5 inh: 1; Cneo AK release: -12; LGR2 antag: 0; Statin myotox sup: 12; XiGFP reactiv: 0.3

What do the screens show for `CC(C)NC(=O)N(C)C[C@@H]1Oc2ccc(N(C)C)cc2C(=O)N([C@H](C)CO)C[C@@H]1C`?
S100A4 MyoIIA: -7; ERAP1 inh: 2; Cneo AK release: -2; LGR2 antag: 19; Statin myotox sup: 16; PGC1a acetyl inh: -13; XiGFP reactiv: -0.9

How did CCCC#Cc1cnc2c(c1)C(=O)N([C@H](C)CO)C[C@@H](C)[C@H](CN(C)C(=O)CCN1CCCCC1)O2 do in these assays?
LGR2 antag: 3; Statin myotox sup: 1; PGC1a acetyl inh: 14; XiGFP reactiv: -1.1

How did C[C@H]1CN([C@@H](C)CO)C(=O)Cc2cc(NC(=O)Nc3ccc4c(c3)OCO4)ccc2O[C@@H]1CN(C)S(=O)(=O)c1ccc(F)cc1 do in these assays?
S100A4 MyoIIA: 0; ERAP1 inh: 3; SIRT5 inh: -1; LGR2 antag: 16; Statin myotox sup: -30; PGC1a acetyl inh: -5; XiGFP reactiv: -0.9

How did CCCS(=O)(=O)c1c(S(=O)(=O)CCC)c2ccc(C(N)=O)cn2c1C(=O)c1ccccc1 do in these assays?
S100A4 MyoIIA: 0; ERAP1 inh: -2; SIRT5 inh: 0; Cneo AK release: 0; LGR2 antag: -4; Statin myotox sup: 10; PGC1a acetyl inh: -4; XiGFP reactiv: 0.3

Results for Cn1nnnc1Sc1ncnc2scc(Br)c12 ?
S100A4 MyoIIA: -2; ERAP1 inh: 1; Cneo AK release: -5; LGR2 antag: inconclusive; Statin myotox sup: -19; PGC1a acetyl inh: 2; XiGFP reactiv: 0.9

What do the screens show for `CCC(C)NC(=O)c1ccc(CSCc2ccccc2Cl)o1` (configuration not stated)?
S100A4 MyoIIA: -2; ERAP1 inh: 2; SIRT5 inh: -1; Cneo AK release: 3; LGR2 antag: -9; Statin myotox sup: 8; PGC1a acetyl inh: 17; XiGFP reactiv: 0.2

How did CCN(CC(=O)Nc1c(F)cccc1F)C(=O)C1(c2ccccc2)CC1 do in these assays?
S100A4 MyoIIA: 0; ERAP1 inh: -2; SIRT5 inh: -2; Cneo AK release: -1; LGR2 antag: 5; Statin myotox sup: 6; PGC1a acetyl inh: 1; XiGFP reactiv: 0.2

How did COc1ccc(-c2nn(-c3ccccc3)cc2C(=O)NCC2CCCO2)cc1 (configuration not stated) do in these assays?
S100A4 MyoIIA: 0; ERAP1 inh: -2; SIRT5 inh: -2; Cneo AK release: 5; LGR2 antag: 0; Statin myotox sup: 0; XiGFP reactiv: 0.0

What do the screens show for `CCOC(=O)/C(=C/C1=CC(=C/N(C)C)/C(=O)O1)C(C)=O`?
S100A4 MyoIIA: -11; ERAP1 inh: 10; SIRT5 inh: 6; Cneo AK release: 1; LGR2 antag: -4; PGC1a acetyl inh: -7; XiGFP reactiv: 0.0

How did O=C1C2C(C(=O)N1c1ccccc1)N1CCCN1C2c1ccccc1 (configuration not stated) do in these assays?
S100A4 MyoIIA: 1; ERAP1 inh: 6; SIRT5 inh: -6; Cneo AK release: -1; LGR2 antag: inconclusive; Statin myotox sup: 5; PGC1a acetyl inh: -11; XiGFP reactiv: 0.0

What do the screens show for `Cc1cc(=O)oc2cc(OC(=O)C3CCN(C(=O)c4ccc(F)cc4)CC3)ccc12`?
S100A4 MyoIIA: 11; ERAP1 inh: -28; SIRT5 inh: -100; Cneo AK release: -2; LGR2 antag: 10; Statin myotox sup: 8; XiGFP reactiv: 0.4

How did O=C(CNC(=O)c1ccccc1)N/N=C/c1ccc([N+](=O)[O-])s1 do in these assays?
S100A4 MyoIIA: -1; ERAP1 inh: 6; SIRT5 inh: -1; LGR2 antag: -12; PGC1a acetyl inh: -7; XiGFP reactiv: 0.1

How did COc1ccc(C(=O)N2CCc3ccccc3C2)cc1S(=O)(=O)N1CCCC1 do in these assays?
S100A4 MyoIIA: 1; ERAP1 inh: -1; Cneo AK release: 2; LGR2 antag: 4; Statin myotox sup: -6; XiGFP reactiv: 0.1

Results for O=C(NN=C1CCCCCCC1)c1ccc2ccccc2n1 ?
S100A4 MyoIIA: 4; ERAP1 inh: 4; SIRT5 inh: 2; PGC1a acetyl inh: -9; XiGFP reactiv: 0.1

How did O=C(C[C@H]1C=C[C@H](NC(=O)Nc2cc(F)ccc2F)[C@H](CO)O1)NCc1ccccn1 do in these assays?
S100A4 MyoIIA: -7; ERAP1 inh: -1; SIRT5 inh: 0; Cneo AK release: 0; LGR2 antag: -3; Statin myotox sup: -1; PGC1a acetyl inh: -5; XiGFP reactiv: 0.1

How did Oc1ccccc1C=NNc1nc2ccccc2s1 do in these assays?
S100A4 MyoIIA: -2; ERAP1 inh: -6; SIRT5 inh: -3; Cneo AK release: -3; LGR2 antag: -77; Statin myotox sup: 6; PGC1a acetyl inh: -5; XiGFP reactiv: 0.6

What do the screens show for `CC1CN(S(=O)(=O)c2cccc(C(=O)OCC(=O)NCc3ccccc3)c2)CC(C)O1` (configuration not stated)?
S100A4 MyoIIA: -7; ERAP1 inh: 0; SIRT5 inh: -13; Cneo AK release: -1; LGR2 antag: -2; Statin myotox sup: 0; PGC1a acetyl inh: 7; XiGFP reactiv: -0.1

How did Nc1[nH]c(=O)ncc1F do in these assays?
S100A4 MyoIIA: -7; ERAP1 inh: -3; SIRT5 inh: 4; Cneo AK release: -1; LGR2 antag: -6; Statin myotox sup: 0; PGC1a acetyl inh: -2; XiGFP reactiv: 0.2

What do the screens show for `Cn1cc(P(=S)(N2CCOCC2)N2CCOCC2)cc1P(=O)(N1CCOCC1)N1CCOCC1`?
S100A4 MyoIIA: 6; ERAP1 inh: 1; SIRT5 inh: 1; XiGFP reactiv: 0.0
